Screening data as filed in PubChem.
ABCB1 inh – inhibitors of human ABCB1 transporter, ABCG2 counter-screen; inhibition, % at 6.6 µM; CCRF-Adr cells, JC-1 efflux, flow cytometry; 0.067% of 190,000 active; P08183; in the data active means inhibition above about 40%;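 further: 0% = vehicle and 100% = reference inhibitor; higher value means more JC-1 retained so stronger ABCB1 efflux block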
Rac1 wt GTP bind – human Rac1 wildtype GTP binding, inhibitors and activators. AID 757. GST-Rac1 beads, fluorescent GTP binding, flow cytometry; actives lie on both sides; 0 = cold GTP competed, 100 = untreated. GTP binding activity (% of control), % at 10 µM. 0.27% of 190,000 active;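 active means GTP binding activity at least 20 points away from the 100% control level, either lower or higher; inconclusive means compound flagged as likely green fluorescent, judged across all proteins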
Avidin fluor – compound fluoresces at 488/530 nm on avidin beads; 0.38% of 220,000 active; fluorescence (KMESF) at 10 µM; compound fluorescence 488/530 nm, flow cytometry; stronger effect = higher value; in the data active means fluorescence above about 47; further: inactives centre near 10
Mcl1 Noxa PPI – Mcl-1/Noxa interaction inhibition; inhibition, % at 21.7 µM; TR-FRET Mcl-1/Noxa peptide binding, 2 h; 1.5% of 220,000 active; AID 1022; Q07820;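 active means compounds that cut the protein-peptide binding signal by more than 50% relative to plate controls in a single-dose test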;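 further: His-tagged Mcl-1 with rhodamine Noxa BH3 peptide and terbium anti-His antibody; 0% = Mcl-1 plus Noxa peptide wells and 100% = peptide-only wells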
Target sequence (Q07820 whole entry, looked up): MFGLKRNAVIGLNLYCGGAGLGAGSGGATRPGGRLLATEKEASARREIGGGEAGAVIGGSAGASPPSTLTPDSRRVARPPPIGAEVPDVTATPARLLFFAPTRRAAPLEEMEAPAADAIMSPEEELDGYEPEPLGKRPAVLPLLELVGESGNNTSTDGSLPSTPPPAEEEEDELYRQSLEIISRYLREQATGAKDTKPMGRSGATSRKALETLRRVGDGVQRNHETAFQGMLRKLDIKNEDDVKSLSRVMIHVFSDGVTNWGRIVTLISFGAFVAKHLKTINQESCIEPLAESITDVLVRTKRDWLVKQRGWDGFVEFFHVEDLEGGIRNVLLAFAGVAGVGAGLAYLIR
ABCG2 block – blocks JC-1 efflux by human ABCG2 transporter; IgMXP3 cells, flow cytometry; Q9UNQ0; 0.1% of 190,000 active; inhibition, % at 6.6 µM;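 active means inhibition above 80%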;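 further: 0% = DMSO and 100% = nicardipine control wells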
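Test system: IgMXP3 cells (ABCG2) mixed with DDAO far-red-labelled CCRF-Adr cells (ABCB1). Reagent: JC-1 transporter substrate. Compound dosing: single test compound dose, 6.6 µM final. Times: 10 min compound exposure, 25 °C. Detection: flow cytometry of retained JC-1 fluorescence. Read-out basis: efflux inhibition in percent versus controls. Controls: nicardipine and DMSO wells.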
Cdc42 wt GTP – changes GTP binding to wildtype human Cdc42 | AID 761 | 0.2% of 190,000 active | percent activity (GTP binding), % at 10 µM | GST-Cdc42 beads, Bodipy-GTP binding, flow cytometry; actives lie on both sides | P60953;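 active means percent activity GTP binding at least 20 points away from the 100% baseline, either down as inhibitor or up as activator; inconclusive means compound flagged as likely green fluorescent from well-wide comparison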;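 further: median bead fluorescence of bound Bodipy-FL-GTP at 100 nM; 0% = excess unlabeled GTP control and 100% = no compound control; below 100% means less GTP binding so inhibitor and above means activator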
Target sequence (P60953 whole entry, looked up): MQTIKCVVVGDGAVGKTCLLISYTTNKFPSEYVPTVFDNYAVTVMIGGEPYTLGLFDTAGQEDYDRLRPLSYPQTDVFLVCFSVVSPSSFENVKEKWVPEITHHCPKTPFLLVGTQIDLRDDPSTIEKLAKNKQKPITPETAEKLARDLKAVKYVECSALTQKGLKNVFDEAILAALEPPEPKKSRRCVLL
HRas wt GTP – human HRas wildtype GTP binding, change in either direction | P01112 | GST-Ras wt beads, Bodipy-FL-GTP binding, flow cytometry; actives lie on both sides | GTP binding activity, % at 10 µM | 0.14% of 190,000 active;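 active means GTP binding activity at least 20% away from the 100% baseline, either lowered as inhibitor or raised as activator; inconclusive means flagged as likely green fluorescent, judged across all proteins in the well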;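 further: 0% = unlabeled GTP competition control and 100% = no-compound control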
Target sequence (P01112 whole entry, looked up): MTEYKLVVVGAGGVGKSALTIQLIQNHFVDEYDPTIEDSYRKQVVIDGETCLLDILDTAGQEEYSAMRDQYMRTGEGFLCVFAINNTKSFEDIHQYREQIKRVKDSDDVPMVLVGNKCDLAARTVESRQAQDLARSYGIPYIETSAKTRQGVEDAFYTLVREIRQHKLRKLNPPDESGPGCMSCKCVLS
Rac1 act GTP bind – human Rac1 activated mutant GTP binding change | P63000 | GST-Rac1 activated beads, fluorescent GTP binding, flow cytometry; actives lie on both sides; 100% means binding = to untreated wells | percent activity (GTP binding), % at 10 µM | 0.11% of 190,000 active;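 active means GTP binding at least 20 percentage points away from the 100% baseline, in either direction, so actives lie on both sides; inconclusive means Compound likely fluorescent itself, or too few beads counted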
Rab2A wt mod – changes GTP binding to wildtype dog Rab2A, up or down. P61105. GST-Rab2 wt beads, Bodipy-GTP binding, flow cytometry. GTP binding activity, % at 10 µM. 0.19% of 190,000 active. AID 760;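 active means GTP binding activity at least 20 points away from 100%, either lowered or raised; inconclusive means signal likely due to the compound's own green fluorescence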;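 further: 0% = beads with excess unlabeled GTP and 100% = no-compound control corrected for plate trend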
Rab7 wt modul – alters GTP binding to wildtype dog Rab7 | GST-Rab7 beads, fluorescent GTP binding, flow cytometry; actives lie on both sides; untreated = 100%, excess cold GTP = 0% | GTP binding activity (percent of control), % at 10 µM | 0.055% of 190,000 active;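 active means fluorescent GTP binding to Rab7 beads changed by at least 20 points from the 100% baseline, either direction, mostly lower; inconclusive means compound itself probably fluorescent, or too few beads counted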;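 further: median green fluorescence of bound Bodipy-FL-GTP per Rab7 bead population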
Pf gamet viab – P. falciparum stage V gametocyte viability inhibition; inhibition, % at 10.9 µM; 0.065% of 150,000 active; P. falciparum stage V gametocytes, ATP luminescence, 24 h;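 active means inhibition above the mean plus 3 SD of compounds within the control limits, set per campaign, cut at about 38% in these data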;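 further: 0% = DMSO wells and 100% = medium only without gametocytes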
An asterisk follows results filed as active; ? = inconclusive; / = no result given.

SMILES	ABCB1 inh	Rac1 wt GTP bind	Avidin fluor	Mcl1 Noxa PPI	ABCG2 block	Cdc42 wt GTP	HRas wt GTP	Rac1 act GTP bind	Rab2A wt mod	Rab7 wt modul	Pf gamet viab
CC(C)(C)n1ncc2c(=O)n(CC(=O)NC3CCCCC3)cnc21	0.3	101	28	6	1	100	100	100	99	96	/
CCNc1nc(SCCOc2ccc(Br)cc2)nc(N(C)C)n1	1.0	98	8	8	5	94	97	95	96	100	/
CN(C1CCCCC1)S(=O)(=O)c1ccc(Cl)c(C(=O)O)c1	-0.1	96	13	15	-1	96	97	96	96	98	11
CC(C)C(=O)NC(NCC1CCCO1)C(Cl)(Cl)Cl (stereo unspecified)	0.1	91	13	/	0	93	95	92	94	95	/
COC(=O)CCc1sc(NC2CCCCC2)nc1-c1ccc(OC)cc1	0.0	?	4	19	-1	?	?	?	?	?	6
N=C1C(c2ccccc2)=C(O)CN1c1cccc(O)c1	0.7	100	4	15	3	97	99	97	100	106	-9
COc1ccc(C2(CNC(=O)c3ccco3)CCOCC2)cc1	0.0	94	35	15	1	97	99	93	96	101	/
COc1ccc(/C=C/C(=O)Nc2cccc(F)c2)cc1S(=O)(=O)N1CCOCC1	0.7	85	15	10	2	87	88	89	89	90	-9
COC(=O)c1cc(-c2cccs2)nn1-c1ccccc1	3.5	95	10	7	3	97	97	94	98	96	-9
O=C(c1ccc(F)cc1)N1C2CCC1CC(O)(c1ccccc1F)C2 (stereo unspecified)	1.1	110	16	3	3	107	103	102	100	100	10
O=C(Nc1cccnc1)c1ccc(NC(=O)c2ccco2)cc1	0.0	103	39	-11	1	104	101	100	99	98	/
CC(=O)N(c1cccc(C)c1)S(=O)(=O)c1ccc(Cl)cc1	0.6	97	11	14	5	97	96	97	95	93	-20
NC(=O)C1CCN(C(=S)NCc2ccc3c(c2)OCO3)CC1	0.9	98	12	-2	1	96	96	96	98	101	-8
O=C(NC1(C(F)(F)F)N=C(c2ccccc2)NC1=O)c1ccccc1F (stereo unspecified)	-0.6	103	12	-1	-3	101	101	100	101	99	-7
CCOC(=O)CC(NC(=O)c1cc2cccc(OC)c2oc1=O)c1cccc([N+](=O)[O-])c1 (stereo unspecified)	3.8	100	7	3	13	95	98	100	96	101	14
Cc1noc(/C=C/N(C)C)c1S(=O)(=O)N1CCCC(C(=O)NCc2cccs2)C1 (stereo unspecified)	0.1	105	7	1	0	101	102	99	104	102	/
CCc1nnc(NS(=O)(=O)c2ccc(N3C(=O)C4CC=C(Cl)CC4C3=O)cc2)s1 (stereo unspecified)	-0.1	103	11	-3	0	99	100	101	99	96	5
CC(=O)C1C(c2ccc(F)cc2)NC(=O)NC1(O)C(F)(F)F (stereo unspecified)	0.9	94	13	10	4	96	98	95	96	95	/
Cc1ccn2cc(CCNC(=O)Cc3cccs3)nc2c1	0.5	102	6	13	2	98	97	98	97	94	/
COCCOc1ccc(C(F)(F)F)cc1NC(=O)c1ccccc1F	0.4	103	13	2	8	98	101	100	101	101	/
O=S(=O)(Nc1ccc(N2CCCCC2)cc1)c1ccc(F)c(F)c1	0.4	103	10	51*	6	105	103	98	100	103	-14
COC1CCCN(Cc2nc(Cc3ccccc3F)no2)C1 (stereo unspecified)	0.4	101	11	10	0	101	104	99	100	104	-15
CCOC(=O)N1CCN(C(=O)CCSc2ccc(Cl)cc2)CC1	1.1	101	23	0	14	101	101	100	97	100	/
COc1ccc(N2CCN(C(c3ccccc3OC)c3nnnn3C3CCCC3)CC2)cc1 (stereo unspecified)	2.2	107	22	26	23	103	100	101	102	99	13
COc1ccc(-c2nc(CS(=O)CC(=O)NCc3ccco3)c(C)o2)cc1OC (stereo unspecified)	0.5	99	7	-3	2	98	99	98	99	98	/
COC(=O)CNc1nc(-c2cccnc2)nc2ccccc12	0.6	99	10	8	6	98	98	97	96	97	/
Nc1ccc(N2CCN(C(=O)c3ccco3)CC2)cc1	0.4	100	27	37	2	98	97	96	96	96	19
COc1cccc(Nc2ncnc3c2cnn3C)c1	0.9	98	3	4	9	98	97	95	97	97	-27
O=C(CN1CCC(c2nc3ccccc3s2)CC1)NCc1ccccc1	3.0	98	20	6	4	94	95	95	97	101	/
COC(=O)COc1ccc(S(=O)(=O)Nc2ccc(NC(C)=O)cc2)cc1C	0.4	104	12	9	3	99	100	100	101	102	/
CC(C)CN1CN(S(=O)(=O)c2cccs2)c2nc3ccccc3nc21	1.7	104	16	14	2	104	103	101	101	98	/
C=CCn1c(C)cc(C2=NNC(=NCC)SC2)c1C	0.6	106	12	39	2	105	103	101	101	97	2
O=S(=O)(c1ccccc1)c1nc(-c2ccco2)oc1NCCN1CCOCC1	0.5	104	7	-8	1	101	101	99	100	100	/
Cc1c(C(=O)O)sc2ncn(C)c(=O)c12	1.0	100	12	-1	4	101	98	99	99	97	/
O=C(CNC(=O)c1ccccc1O)N/N=C/c1ccccn1	0.4	101	22	3	2	97	98	100	101	110	/
Cc1ccc(NCc2nnc(SCC(=O)OC3CCCCC3)o2)c(C)c1	1.7	105	9	15	9	104	104	99	103	106	/
COc1ccc(-n2c(=O)cc(N3CC(C)OC(C)C3)[nH]c2=O)cc1 (stereo unspecified)	-0.2	104	19	1	0	97	100	101	101	98	/
COc1ccccc1-c1c(C(F)(F)F)oc2cc(OC(=O)c3ccccc3[N+](=O)[O-])ccc2c1=O	0.1	96	10	-4	1	101	101	95	102	99	-15
CC1(C)CC(c2csc(N)n2)CCO1 (stereo unspecified)	0.2	107	7	2	0	102	101	101	102	99	/
Cc1ccn(Cc2n[nH]c(=S)n2Cc2ccccc2)n1	0.1	100	7	12	1	103	100	98	98	98	/
Cn1c(N)c(C(=O)CSc2ccccn2)c(=O)n(C)c1=O	0.3	103	2	5	17	102	99	100	99	102	-12
CC(C)c1[nH]nc2c1C1(CCN(Cc3ccccc3)CC1)C(C#N)=C(N)O2	0.2	?	7	24	1	?	?	?	?	?	13
CCCn1c(N)c(N(C)C)c(=O)n(CC(=O)Nc2ccc(OC(F)(F)F)cc2)c1=O	-0.2	105	18	-6	16	102	99	101	98	93	-10
CCOc1ccc(CCNC(=O)COC(=O)/C=C/c2ccc(OCC#N)c(OC)c2)cc1OCC	1.4	105	6	23	14	103	101	100	101	99	-9
CC1CCCC(NC(=O)Nc2cccs2)C1C (stereo unspecified)	0.2	101	38	13	2	102	99	100	97	97	-28
Cc1sc2nc(CN(Cc3cccs3)C(=O)C3CC3)[nH]c(=O)c2c1C	0.3	107	21	0	5	99	100	100	103	98	/
COC(=O)N/N=C/c1cn(CCCOc2ccc(C)cc2)c2ccccc12	0.5	102	15	15	30	99	100	100	100	99	-12
O=C1COc2ccc(C(=O)c3ccccc3)cc2CN1	-1.7	102	7	1	1	101	101	99	101	103	/
COc1ccc(C(=O)CCNc2ccc3c(c2)OCCO3)cc1	0.5	96	8	23	2	94	99	92	97	108	4
COC(=O)[C@@H]1[C@@H](C)OC(=O)N[C@H]1c1ccccc1	2.1	107	8	9	5	104	102	100	103	98	/

Next results follow:
SMILES	ABCB1 inh	Rac1 wt GTP bind	Avidin fluor	Mcl1 Noxa PPI	ABCG2 block	Cdc42 wt GTP	HRas wt GTP	Rac1 act GTP bind	Rab2A wt mod	Rab7 wt modul	Pf gamet viab
O=C1NN(c2ccc(F)cc2)C(=O)/C1=C\C=C\c1ccco1	-0.5	85	13	12	-2	88	91	89	90	88	/
Cc1nn(-c2ccc(F)cc2)c2c1cc(C#N)c1nc3ccccc3n12	0.0	106	8	-2	-1	101	102	101	102	102	/
NC(=O)NCCCC(=O)OCC(=O)c1ccc2ccccc2c1	1.1	98	9	13	9	103	101	100	100	108	-42
COc1ccc(C2SCCN2C(=O)c2ccc([N+](=O)[O-])cc2)cc1 (stereo unspecified)	0.9	103	17	5	4	100	101	98	99	107	1
COc1ccc(-n2c(C)nn(C)c2=O)c(OC)c1	0.9	100	13	3	4	100	99	98	100	98	1
CCOC(=O)c1c(C)c(C(=O)NCc2ccccn2)c(C)n1CC	0.2	104	11	-65	2	105	104	100	104	102	/
CCCn1cnc2c(c1=O)c1nc3ccccc3nc1n2CCc1ccccc1	1.1	103	12	-11	46	102	102	98	100	100	/
Cc1c2c(nc3ccccc13)CC(C)(C)CC2=O	0.6	98	11	6	16	97	96	97	95	98	-12
CC(=O)N1CCN(CC(=O)Nc2ccccc2Sc2ccccc2)CC1	0.5	102	9	18	-1	102	100	101	100	98	9
COc1ccc(CNC(=O)CSc2nc3ccc(N)cc3s2)cc1	-0.8	104	11	23	-6	103	100	100	97	100	-1

Reformatted: results already given
| Structure | ABCB1 inh | Rac1 wt GTP bind | Avidin fluor | Mcl1 Noxa PPI | ABCG2 block | Cdc42 wt GTP | HRas wt GTP | Rac1 act GTP bind | Rab2A wt mod | Rab7 wt modul | Pf gamet viab |
| --- | --- | --- | --- | --- | --- | --- | --- | --- | --- | --- | --- |
| Cc1ccn2cc(CCNC(=O)Cc3cccs3)nc2c1 | 0.5 | 102 | 6 | 13 | 2 | 98 | 97 | 98 | 97 | 94 | / |
| COCCOc1ccc(C(F)(F)F)cc1NC(=O)c1ccccc1F | 0.4 | 103 | 13 | 2 | 8 | 98 | 101 | 100 | 101 | 101 | / |
| O=S(=O)(Nc1ccc(N2CCCCC2)cc1)c1ccc(F)c(F)c1 | 0.4 | 103 | 10 | 51* | 6 | 105 | 103 | 98 | 100 | 103 | -14 |

New compounds follow
SMILES	ABCB1 inh	Rac1 wt GTP bind	Avidin fluor	Mcl1 Noxa PPI	ABCG2 block	Cdc42 wt GTP	HRas wt GTP	Rac1 act GTP bind	Rab2A wt mod	Rab7 wt modul	Pf gamet viab
CCOC(=O)N1CCC(=NNc2ccc(S(=O)(=O)N3CCOCC3)cc2[N+](=O)[O-])CC1	0.3	106	5	-1	1	103	107	102	106	112	-17
C[C@@H](C(=O)NCc1ccc(S(C)(=O)=O)cc1)[C@@H]1C[C@@]1(C)[C@@H](NC(=O)OCc1ccccc1)c1ccccc1	0.3	101	10	16	0	98	102	97	100	97	/
CC(C)(C)C(=O)N(Cc1ccccc1)c1ccccn1	0.2	102	9	21	2	99	95	99	97	94	-1
Cc1cc(C(=O)CSc2n[nH]c(-c3ccccc3F)n2)c(C)n1Cc1cccs1	0.5	104	30	-19	26	99	100	98	100	101	16
Cc1ccc(CN2CCN(Cc3cnc(C)s3)CC2CCO)o1 (stereo unspecified)	0.4	98	2	7	1	97	99	95	100	106	/
C=CCn1c(SCC(=O)Nc2c(C)cccc2C)nnc1-c1cnccn1	0.2	105	17	11	0	100	101	96	101	102	-33
O=C(Nc1ccc(N2CCOCC2)cc1)c1c(F)cccc1Cl	0.4	101	15	0	11	99	97	94	98	96	6
